# MEKK2 mut-MEK5 – MEK5 binding signal on mutant MEKK2 PB1, primary screen, biochemical, multiplex bead flow cytometry, Alexa488-MEK5 | percent response, % at 10 µM | 0.35% of 290,000 active | AID 1530, 2009 | Alexa488-MEK5 binding to MEKK2 mutant; in the data active means percent response above about 24%, passing the limit was not always enough; further: inactives centre near 1; some results filed as inactive read as strong as hits; reference of the scale not given here
# NALP1 yeast inh – NALP1 inflammasome inhibitors in reconstituted yeast, colorimetric, S. cerevisiae, triplicate retest. inhibition, % at 10 µM. S. cerevisiae NALP1/ASC/caspase-1 growth, X-gal OD620, 72 h. 0.61% of 280,000 active; in the data active means inhibition mostly above about 24%, no sharp cut-off; inactive means mostly below about 32%; further: some compounds called inactive have numbers as strong as hits
# MEKK2wt PB1 HTS – modulators of MEK5 binding to wildtype MEKK2, primary screen, biochemical, multiplex bead flow cytometry, Alexa488-MEK5. Alexa488-MEK5 binding to MEKK2 WT; actives lie on both sides. binding response (% of control), % at 10 µM. 1.1% of 290,000 active. AID 1531, 2009; in the data active means binding response below about 67% or above about 130%
# V1R ag counter – agonists of human V1a receptor, primary screen, counter-screen for OXTR agonist project, fluorescence, CHO-V1R cells; Vasopressin V1a receptor (Homo sapiens), P37288; Fluo-8 calcium fluorescence, agonist mode; 0% DMSO, 100% 3 nM vasopressin; activation, % at 3 µM; 0.25% of 320,000 active;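 active means activation above the mean activation of all tested compounds plus 3 SD, per screening run, cut at about 20% in these data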;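 further: signal is peak over basal fluorescence ratio across a 100 second FLIPR read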
# GalR3 antag – GalR3 antagonists in HEK293 cells, primary screen, cell-based, fluorescence readout | Galanin receptor type 3 (Homo sapiens), O60755 | HEK293 GalR3-CNG cAMP membrane potential fluorescence; galR3 body fused to GalR1 C-terminus | inhibition, % at 3 µM | 0.44% of 360,000 active;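 active means inhibition above the screen-wide average plus 3 SD, cut at about 13% in these data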;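 further: forskolin and galanin both at EC90 stimulate the cells; cAMP rise reported by CNG channel membrane potential dye signal; 0% = forskolin plus galanin with DMSO and 100% = forskolin alone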
# Target sequence (O60755 1-299 limits assumed): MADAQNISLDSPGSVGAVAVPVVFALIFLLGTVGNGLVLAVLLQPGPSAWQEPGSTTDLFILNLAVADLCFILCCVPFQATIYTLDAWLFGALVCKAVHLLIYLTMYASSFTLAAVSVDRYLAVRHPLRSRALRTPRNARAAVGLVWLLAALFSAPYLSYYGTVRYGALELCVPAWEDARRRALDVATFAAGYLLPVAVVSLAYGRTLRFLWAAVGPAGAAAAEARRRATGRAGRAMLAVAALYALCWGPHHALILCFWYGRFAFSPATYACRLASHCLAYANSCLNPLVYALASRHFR
# GPR7 antag – GPR7 receptor antagonists, primary screen, cell-based, fluorescence, single concentration. Neuropeptides B/W receptor type 1 (Homo sapiens), P48145. GPR7-expressing cells, fluorescence antagonist assay. 1.1% of 290,000 active. inhibition, % at 4.4 µM; in the data active means inhibition above about 16%, passing the limit was not always enough;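 further: cells stimulated with the agonist NPW; 0% = agonist with vehicle and 100% = vehicle without agonist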
# Target sequence (P48145 whole entry, looked up): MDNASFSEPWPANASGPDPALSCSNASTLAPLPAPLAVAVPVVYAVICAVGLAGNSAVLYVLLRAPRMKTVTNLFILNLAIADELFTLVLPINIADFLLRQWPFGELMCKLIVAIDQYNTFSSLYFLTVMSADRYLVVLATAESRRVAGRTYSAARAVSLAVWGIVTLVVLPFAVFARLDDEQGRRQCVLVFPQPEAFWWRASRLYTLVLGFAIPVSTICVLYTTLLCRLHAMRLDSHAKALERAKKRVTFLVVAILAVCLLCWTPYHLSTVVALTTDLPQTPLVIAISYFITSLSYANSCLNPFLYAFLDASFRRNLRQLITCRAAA
# MEKK3 PB1 HTS – modulators of MEKK3-MEK5 PB1 binding, primary screen, biochemical, wildtype MEKK3, multiplex bead flow cytometry, Alexa488-MEK5 | Mitogen-activated protein kinase kinase kinase 3 (Homo sapiens), Q99759 | bead-based flow cytometry, Alexa488-MEK5 binding to MEKK3; actives lie on both sides; 0 = blocked by unlabeled MEK5, 100 = vehicle | binding response (% of control), % at 10 µM | 1.4% of 290,000 active | AID 1529, 2009;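 active means binding response more than 3 SD above or below the average of its plate-row segment, actives on both sides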;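 further: Alexa488 bead fluorescence after subtracting the streptavidin-only scavenger bead signal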
# PHOSPHO1 block – PubChem AID 1565. Phosphoethanolamine/phosphocholine phosphatase (Homo sapiens), Q8TCT1. recombinant PHOSPHO1, absorbance phosphatase assay. inhibition, % at 13.3 µM. 1.1% of 290,000 active; in the data active means inhibition above about 60%
# OXTR agonist – human OXTR agonists, primary screen, fluorescence, CHO-OTR cells, Fluo-8 calcium. Oxytocin receptor (Homo sapiens), P30559. Fluo-8 calcium fluorescence; normalized: DMSO 0%, oxytocin 100%. activation, % at 3 µM. 0.32% of 320,000 active. AID 2435, 2010;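 active means activation above the mean of all tested compounds plus 3 SD, cutoff set per screening run, cut at about 20% in these data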;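 further: peak over basal fluorescence ratio from a 100 s FLIPR kinetic read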
# Target sequence (P30559 whole entry, looked up): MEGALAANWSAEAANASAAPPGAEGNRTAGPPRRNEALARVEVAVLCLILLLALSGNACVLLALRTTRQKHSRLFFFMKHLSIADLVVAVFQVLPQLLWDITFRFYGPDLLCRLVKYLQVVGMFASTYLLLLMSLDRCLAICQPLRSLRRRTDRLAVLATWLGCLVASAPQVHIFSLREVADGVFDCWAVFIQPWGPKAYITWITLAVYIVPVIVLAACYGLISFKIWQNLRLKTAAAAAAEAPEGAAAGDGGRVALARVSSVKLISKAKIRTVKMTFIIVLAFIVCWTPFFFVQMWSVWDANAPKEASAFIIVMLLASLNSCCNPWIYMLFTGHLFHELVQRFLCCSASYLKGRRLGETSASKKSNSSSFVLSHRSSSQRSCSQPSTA
# Numbers without * were called inactive; x = no result given; & = joins results of further samples; [ ] = remark or other dose.
SMILES,MEKK2 mut-MEK5,NALP1 yeast inh,MEKK2wt PB1 HTS,V1R ag counter,GalR3 antag,GPR7 antag,MEKK3 PB1 HTS,PHOSPHO1 block,OXTR agonist
COC(=O)c1ccc(C(=O)OC)c(NC(=O)CN(C)Cc2cccc(Cl)c2Cl)c1,-2,30,101,1.7,1,-5,96,-9,0.6
Cc1ccc(C)n1-c1ccc(C(=O)NCC2CCCO2)cc1 (configuration not stated),2,24,100,1.2,-7,5,100,20,0.7
COc1cccc(NC(=O)Cn2c(=O)n(-c3ccccc3)c(=O)c3oc4ccccc4c32)c1,-2,28,94,2.1,7,-3,96,3,1.1
C/C=C/c1ccc(Oc2nnnn2-c2ccc(C(N)=O)cc2)c(OC)c1,3,5,95,0.2,0,4,98,0,-1.3
CCCc1ccc(OCc2ccc(C(=O)NCc3cccnc3)o2)c(OC)c1,-10,7,96,1.9,-4,-9,108,-15,-0.5
Cc1cc(C)cc(C(=O)N2CCN(c3ccccn3)CC2)c1,-5,-2,97,0.6,-5,5,97,16,-0.3
CCOc1cc(CNCCSc2nnnn2C)cc(Br)c1OCc1ccccc1F,11,10,136*,7.1,-9,1,106,-7,9.7
O=C(c1ccc(-n2c(SCc3cccc(F)c3)nc3ccccc3c2=O)cc1)N1CCOCC1,0,18,96,2.0,2,4,116,-11,3.9
CCC(=O)N(Cc1ccco1)c1nc(-c2ccccc2)cs1,-8,9,87,2.0,-3,-10,90,24,-0.1
C#CC(=O)N(c1ccc(OC)cc1OC)C(C(=O)NC1CCCC1)c1cccs1 (configuration not stated),-4,4,98,-0.5,-6,2,102,48,-1.0
COc1ccc(C2NC(C(=O)O)CS2)cc1COCC(F)(F)F (configuration not stated),7,x,108,-0.1,-6,-13,105,x,-0.1
CCOC(=O)C1(Cc2cccc(F)c2)CCN(Cc2cn(CC)nc2C)CC1,7,3,104,0.5,-4,-8,102,50,-0.7

# Compound profiles (already shown). Order of screens: MEKK2 mut-MEK5	NALP1 yeast inh	MEKK2wt PB1 HTS	V1R ag counter	GalR3 antag	GPR7 antag	MEKK3 PB1 HTS	PHOSPHO1 block	OXTR agonist
# Entry for `CCOc1cc(CNCCSc2nnnn2C)cc(Br)c1OCc1ccccc1F` : 11	10	136*	7.1	-9	1	106	-7	9.7
# Entry for `Cc1ccc(C)n1-c1ccc(C(=O)NCC2CCCO2)cc1` (configuration not stated) : 2	24	100	1.2	-7	5	100	20	0.7
# Entry for `CCCc1ccc(OCc2ccc(C(=O)NCc3cccnc3)o2)c(OC)c1` : -10	7	96	1.9	-4	-9	108	-15	-0.5
# Entry for `Cc1cc(C)cc(C(=O)N2CCN(c3ccccn3)CC2)c1` : -5	-2	97	0.6	-5	5	97	16	-0.3
# Entry for `O=C(c1ccc(-n2c(SCc3cccc(F)c3)nc3ccccc3c2=O)cc1)N1CCOCC1` : 0	18	96	2.0	2	4	116	-11	3.9

# (list continues)
SMILES,MEKK2 mut-MEK5,NALP1 yeast inh,MEKK2wt PB1 HTS,V1R ag counter,GalR3 antag,GPR7 antag,MEKK3 PB1 HTS,PHOSPHO1 block,OXTR agonist
CCS(=O)(=O)N1CCC(C(=O)NCc2ccccc2OC)CC1,x,0,x,-0.2,0,-8,x,34,1.4
O=C(CSc1nnc(-c2cccs2)o1)N1CCOCC1,2,x,99,x,-9,-8,99,10,x
C/C(CC(=O)Nc1ccc([N+](=O)[O-])cc1)=N/NC(=O)C1CC12CCC2 (configuration not stated),-5,0,96,1.1,-5,-9,99,2,-1.1
O=C(COc1ccc(/C=N/NC(=O)c2ccccc2)cc1)Nc1ccc([N+](=O)[O-])cc1,2,7,103,-0.2,3,-2,103,20,-0.3
CCOc1ccc(N(CC(=O)NCCSCc2ccco2)S(=O)(=O)c2ccc(C)cc2)cc1,-8,8,93,3.3,-6,-15,98,-20,2.1
COc1cc(C(=O)NCCc2cc3c(OC)ccc(OC)c3[nH]c2=O)cc(OC)c1OC,-12,7,87,-0.6,14*,-10,100,3,-1.4
O=C(COC(=O)c1ncc(Cl)c(Cl)c1Cl)Nc1ccccc1OC(F)F,4,25,103,-0.2,1,2,107,-4,-1.6
O=C(Nc1ccccc1N1CCOCC1)c1ccc(Br)o1,-5,16,95,-1.4,-4,-14,97,-7,-1.6
Cc1cc(C)c2c(=O)n(-c3ccccc3)[nH]c2n1,4,-7,111,-0.5,-3,-11,115,-5,0.3
O=C(O)C/C(=C\c1cccc(NC(=O)c2ccccc2Cl)c1)c1nc2ccccc2s1,4,x,106,-0.5,-3,-10,110,20,-0.7
O=C(c1ccc(Cl)cc1)c1c[nH]cc1-c1ccccc1,4,4,110,-0.8,-5,14,115,-29,-1.8
COc1ccc(CCN(C(=O)c2snc(C(N)=O)c2N)C(C)C(=O)NC2CCCCC2)cc1OC (configuration not stated),-3,0,96,0.7,-9,-17,98,28,-0.2
CC(=O)N1CCN(S(=O)(=O)c2cccc(C(=O)NC3CCC(C)CC3)c2)CC1 (configuration not stated),-1,-5,99,-0.3,-2,-10,115,42,-0.5
CN1CCN(c2ccccc2NC(=O)c2ccc([N+](=O)[O-])cc2Cl)CC1,9,13,113,0.0,-5,-16,99,43,-0.1
CC(Nc1nc(N2CCOCC2)nc2ccccc12)c1ccccc1 (configuration not stated),1,0,116,0.8,-5,-2,119,12,0.1
Cc1ccc(SCCC(=O)OCC(=O)Nc2ccc(S(N)(=O)=O)cc2)cc1,3,-18,101,2.2,-7,-8,103,38,1.1
COc1ccccc1OCC(O)CN1CCN(CC(=O)Nc2c(C)cccc2C)CC1 (configuration not stated),3,x,108,0.5&0.6,-5,x,107,x,-0.7&0.6
CN(Cc1ccco1)C(=O)C1CCN(c2nnc(-n3cccc3)s2)CC1,-13,8,91,-0.9,-7,-2,92,19,-1.5
CC1Cc2ccccc2N1C(=O)CCN1C(=O)C2C3C=CC(C3)C2C1=O (configuration not stated),3,8,102,-0.2,-2,5,102,6,0.3
O=P(O)(O)c1ccccc1OCc1ccccc1,0,-4,104,2.0,-2,-10,103,9,0.4
CCOc1ccc(N2C(=O)CC(Sc3nc(C)cc(C)n3)C2=O)cc1 (configuration not stated),3,6,98,-0.2,-3,-14,98,23,-0.8
CCOC(=O)N1CCC(NC(=O)CS(=O)Cc2nc(-c3ccc(Cl)cc3)oc2C)CC1 (configuration not stated),1,4,97,3.0,-2,-2,102,32,-0.3
CCCc1cc(=O)[nH]c(SCC(=O)c2cc(C)n(-c3cc(C)on3)c2C)n1,-2,-4,99,6.0,-5,-7,95,-16,2.6
Cc1cc(C)nc(SCC(=O)N/N=C/c2cccn2-c2ccc(O)cc2)n1,5,12,98,-0.1,-2,3,103,51,-0.3
COc1ccc(/C(N)=N/OC(=O)c2cccs2)cc1,8,28,100,-0.1,1,1,103,20,-0.6
COc1ccc(NC(=S)N(CCc2ccc(OC)c(OC)c2)Cc2ccccn2)cc1,-4,14,101,-0.2,1,7,105,32,0.0
O=C(c1nn(Cc2ccccc2)c(=O)c2ccccc12)N1CCN(c2ccccn2)CC1,5,14,104,-1.6,-4,30*,103,3,0.6
O=C1CSC(c2cn(-c3ccccc3)nc2-c2ccc3c(c2)OCCO3)N1CCN1CCOCC1 (configuration not stated),-10,10,95,2.4,-1,-7,85,34,-1.0
Cn1c(=O)n(C)c2cc([N+](=O)[O-])c(N3CCN(C(=O)c4ccc(Cl)cc4)CC3)cc21,2,0,96,0.3,-9,0,100,8,0.3
COCCCNC(=S)N/N=C/c1ccc(OC)cc1,0,-4,100,0.1,0,-9,100,-14,-0.9
CC(=O)N(c1ccccc1)C1CCCC1,-2,-7,97,0.7,-7,-11,95,3,-0.9
CCc1ncc(CN2CCCC(C(=O)Nc3ccc(-c4cscn4)cc3)C2)cn1 (configuration not stated),-2,18,93,1.1,-9,-10,95,47,-0.1
COc1cc(-n2c(C)nc3cc(C(=O)N4CCOCC4)ccc32)cc(OC)c1OC,6,6,107,0.5,-4,2,105,3,0.4
O=C(CSc1nncn1-c1ccccc1)N1CCCC1,-6,5,98,0.1,-7,-6,101,0,-0.1
Cc1ccc(S(=O)(=O)c2ccccc2)cc1S(=O)(=O)N1CCOCC1,2,12,92,0.6,-3,0,105,0,0.2
COCCNC(=O)C(c1ccc(F)cc1)N(C(=O)CCC(=O)Nc1ccccn1)c1cccc(C)c1 (configuration not stated),-6,25,94,0.0,-8,14,97,40,0.9
CCOc1cc(NS(=O)(=O)c2ccc(Cl)cc2)c(OCC)cc1NC(=O)CC(C)C,-1,-10,97,-0.9,-8,1,102,-15,-1.3
O=C(NC1CCCCC1)c1ccc(-n2cnnn2)cc1,-2,x,98,-0.3,2,-1,101,42,-0.1
CCOC(=O)C(C(=O)OCC)C(C)C#CCN1CCCCC1 (configuration not stated),8,23,108,0.9,-4,-5,106,13,-0.7
CC(c1nnc(Sc2nnnn2-c2ccccc2)n1-c1ccc(F)cc1)N(C)C (configuration not stated),1,9,102,0.0,-4,-6,97,11,-0.4
CCN1CCN(CCCNC(=O)Cn2cc3c(n2)CCCC3)CC1,-1,44*,98,0.5,0,-5,101,2,0.1
Cc1ccccc1NC(=O)c1cnc2ccccn2c1=O,9,10,104,0.0,-6,-2,103,32,0.0
CCOC(=O)c1cc2c(ccn2-c2ccc(F)cc2)n1CC(=O)N(CC)CC,-5,-1,96,-1.5,-4,2,91,18,-1.7
CCN(CC(=O)NCCc1ccc(S(N)(=O)=O)cc1)Cc1nc2cc(OC)c(OC)cc2c(=O)[nH]1,-4,28,92,0.9,0,2,91,-29,-0.2
O=C(Cc1ccc([N+](=O)[O-])cc1)N1CCCc2ccccc21,-1,-3,99,5.0,-5,5,101,16,-2.1
O=C(C[n+]1ccccc1)N/N=C/c1cccc(Cl)c1Cl,-2,12,66*[inhibitor],0.2,-10,3,88,44,-0.5
COc1cc(NS(=O)(=O)c2ccc(NC(=O)c3cccnc3)cc2)ncn1,3,9,103,1.6,-2,-9,99,43,0.6
COc1ccc(CNC(=O)CCn2c(=O)[nH]c3ccccc3c2=O)cc1,1,16,101,-0.7,5,11,102,1,-0.9
CC(O)CNc1nc2sc3c(c2c(=O)n1Cc1ccco1)CCCCC3 (configuration not stated),-15,10,88,0.3,-2,-3,92,8,-0.1
C#CCOCCOCCOCCNc1nc(N2CCN(C(=O)[C@H](CCC(=O)O)n3cc(C(N)CO)nn3)CC2)nc(N2CCN(C(=O)[C@H](CCCCN)n3cc(C(N)[C@H](C)CC)nn3)CC2)n1 (some centres not stated),3,x,97,x,x,x,106,40,x
CCCCn1c(N)c(N(CCOC)C(=O)C2CCN(S(=O)(=O)c3ccc(Cl)cc3)CC2)c(=O)[nH]c1=O,3,16,102,0.7,-3,-9,100,38,-0.1
COc1ccc(S(N)(=O)=O)cc1C(N)=O,-4,-10,94,0.9,0,-7,96,-3,0.9
O=C(OC(C(=O)NC1CCCCC1)c1ccccn1)c1cccs1 (configuration not stated),-3,4,99,-0.1,1,6,102,10,-0.4
N#Cc1c(C(F)(F)F)cc(-c2ccccc2)nc1SCCN1CCOCC1,3,-10,110,-0.5,-8,-1,100,12,-0.3
CCCn1nnnc1SCC(=O)N1CCCC1,3,26,104,1.2,-2,4,102,-3,0.4

# Rows are unselected; 5.4% or so of the library scored in one or more.
